Avidin fluor: compound fluoresces at 488/530 nm on avidin beads | AID 1775 | compound fluorescence 488/530 nm, flow cytometry; hits give high values | actives 0.38% (n = 220,000) | fluorescence (KMESF) at 10 µM; in the data active = fluorescence above about 47; also: inactives centre near 10
ABCB1 block: blocks JC-1 efflux by human ABCB1 transporter. P08183. CCRF-Adr cells, flow cytometry. inhibition, % at 6.6 µM. actives 0.067% (n = 190,000). AID 1326; in the data active = inhibition above about 40%;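 also: 0% = vehicle and 100% = reference inhibitor; higher value means more JC-1 retained so stronger ABCB1 efflux block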
Rab2A wt mod: changes GTP binding to wildtype dog Rab2A, up or down; P61105; GTP binding activity, % at 10 µM; GST-Rab2 wt beads, Bodipy-GTP binding, flow cytometry; actives 0.19% (n = 190,000);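 active = GTP binding activity at least 20 points away from 100%, either lowered or raised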;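 also: 0% = beads with excess unlabeled GTP and 100% = no-compound control corrected for plate trend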
Rac1 act GTP bind: modulators of GTP binding to human Rac1 activated mutant; GST-Rac1 activated beads, fluorescent GTP binding, flow cytometry; actives lie on both sides; 100% means binding = to untreated wells; actives 0.11% (n = 190,000); percent activity (GTP binding), % at 10 µM; P63000;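 active = GTP binding at least 20 percentage points away from the 100% baseline, in either direction, so actives lie on both sides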
HRas wt GTP: human HRas wildtype GTP binding, change in either direction | P01112 | GST-Ras wt beads, Bodipy-FL-GTP binding, flow cytometry; actives lie on both sides | GTP binding activity, % at 10 µM | actives 0.14% (n = 190,000);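 active = GTP binding activity at least 20% away from the 100% baseline, either lowered as inhibitor or raised as activator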;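 also: 0% = unlabeled GTP competition control and 100% = no-compound control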
Target sequence (P01112 whole entry, looked up): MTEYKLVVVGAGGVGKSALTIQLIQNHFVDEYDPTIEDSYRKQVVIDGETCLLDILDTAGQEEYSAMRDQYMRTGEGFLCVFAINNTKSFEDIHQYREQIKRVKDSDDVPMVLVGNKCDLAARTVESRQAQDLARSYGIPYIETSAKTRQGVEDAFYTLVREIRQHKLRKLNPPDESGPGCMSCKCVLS
GSH bead fluor: compound fluoresces at 488/530 nm on GSH beads. GSH beads flow cytometry, compound fluorescence 488/530 nm; hits give high values. fluorescence (KMESF) at 10 µM. actives 0.25% (n = 190,000). AID 1776; in the data active = fluorescence above about 89;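 also: glutathione beads carrying GST-tagged Bcl family fusion proteins plus one bare bead set; values are compound well signal with DMSO vehicle wells as background; inactives centre near 16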
Rab7 wt modul: dog Rab7 wildtype GTP binding, inhibitors and activators; GST-Rab7 beads, fluorescent GTP binding, flow cytometry; actives lie on both sides; untreated = 100%, excess cold GTP = 0%; GTP binding activity (percent of control), % at 10 µM; actives 0.055% (n = 190,000); AID 758;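 active = fluorescent GTP binding to Rab7 beads changed by at least 20 points from the 100% baseline, either direction, mostly lower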;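 also: median green fluorescence of bound Bodipy-FL-GTP per Rab7 bead population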
Pf gamet viab: P. falciparum stage V gametocyte viability inhibition | P. falciparum stage V gametocytes, ATP luminescence, 24 h | inhibition, % at 10.9 µM | actives 0.065% (n = 150,000) | AID 743093;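 active = inhibition above the mean plus 3 SD of compounds within the control limits, set per campaign, cut at about 38% in these data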;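 also: 0% = DMSO wells and 100% = medium only without gametocytes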
ABCG2 inh: human ABCG2 inhibition, ABCB1 as counter-screen. Q9UNQ0. IgMXP3 cells, JC-1 efflux, flow cytometry. inhibition, % at 6.6 µM. actives 0.1% (n = 190,000). AID 1325;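 active = inhibition above 80%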;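 also: 0% = DMSO and 100% = nicardipine control wells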
Target sequence (Q9UNQ0 whole entry, looked up): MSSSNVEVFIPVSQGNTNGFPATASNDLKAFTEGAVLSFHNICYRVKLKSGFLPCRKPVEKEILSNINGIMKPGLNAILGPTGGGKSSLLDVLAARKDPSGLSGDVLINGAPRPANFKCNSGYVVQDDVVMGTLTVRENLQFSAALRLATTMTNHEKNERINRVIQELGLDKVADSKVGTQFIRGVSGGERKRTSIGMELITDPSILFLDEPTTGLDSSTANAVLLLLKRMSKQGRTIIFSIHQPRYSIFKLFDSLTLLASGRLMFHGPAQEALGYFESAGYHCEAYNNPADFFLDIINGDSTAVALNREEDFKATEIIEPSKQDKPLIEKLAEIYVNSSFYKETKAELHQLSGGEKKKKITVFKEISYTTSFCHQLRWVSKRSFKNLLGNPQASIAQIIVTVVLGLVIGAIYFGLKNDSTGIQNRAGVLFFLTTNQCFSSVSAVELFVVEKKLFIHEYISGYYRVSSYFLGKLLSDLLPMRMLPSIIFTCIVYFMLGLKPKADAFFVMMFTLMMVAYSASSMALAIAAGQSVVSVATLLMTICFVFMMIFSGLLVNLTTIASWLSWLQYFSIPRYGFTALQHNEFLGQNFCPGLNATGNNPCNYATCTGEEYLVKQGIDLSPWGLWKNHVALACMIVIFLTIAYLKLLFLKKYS
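test system = two drug-resistant human cell lines, ABCG2 and ABCB1 | amount = 3 million cells/mL final, two lines in 1:1 ratio | reagent = JC-1 transporter substrate | doses = one concentration, 6.6 µM final | incubation = 10 min at 25 °C | signal = flow cytometric JC-1 green MFI at 530 nm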
Cdc42 wt: human Cdc42 wildtype GTP binding change, either direction; P60953; GST-Cdc42 beads, Bodipy-GTP binding, flow cytometry; actives lie on both sides; percent activity (GTP binding), % at 10 µM; actives 0.2% (n = 190,000);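 active = percent activity GTP binding at least 20 points away from the 100% baseline, either down as inhibitor or up as activator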;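 also: median bead fluorescence of bound Bodipy-FL-GTP at 100 nM; 0% = excess unlabeled GTP control and 100% = no compound control; below 100% means less GTP binding so inhibitor and above means activator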
Target sequence (P60953 whole entry, looked up): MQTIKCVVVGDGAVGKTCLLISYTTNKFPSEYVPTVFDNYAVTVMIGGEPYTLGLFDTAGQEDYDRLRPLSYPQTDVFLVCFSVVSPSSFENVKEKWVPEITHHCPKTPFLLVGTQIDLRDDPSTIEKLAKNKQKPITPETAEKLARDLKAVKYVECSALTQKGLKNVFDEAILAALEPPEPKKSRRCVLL
Rac1 wt modul: human Rac1 wildtype GTP binding, inhibitors and activators | P63000 | AID 757 | GTP binding activity (% of control), % at 10 µM | GST-Rac1 beads, fluorescent GTP binding, flow cytometry; actives lie on both sides; 0 = cold GTP competed, 100 = untreated | actives 0.27% (n = 190,000);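 active = GTP binding activity at least 20 points away from the 100% control level, either lower or higher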
An asterisk follows results filed as active; / = no result given; & = joins results of further samples.

SMILES	Avidin fluor	ABCB1 block	Rab2A wt mod	Rac1 act GTP bind	HRas wt GTP	GSH bead fluor	Rab7 wt modul	Pf gamet viab	ABCG2 inh	Cdc42 wt	Rac1 wt modul
CN1CCN(c2nc(-c3cccs3)nc3ccccc23)CC1	4	0.6	99	95	100	11	100	-5	5	100	103
O=C(OCC(=O)N1CCc2ccccc2C1)c1cccc([N+](=O)[O-])c1	3	1.2	97	98	98	15	100	3	46	100	101
C/C(=N\NC(=O)Cc1cccn1C)c1cccs1	-2	-1.8	96	96	94	21	96	23	4	98	105
COc1cccc(-c2cc3nc(-c4ccccc4)cc(N4CCCC(O)C4)n3n2)c1 (stereo not drawn)	12	1.6	99	96	97	11	102	4	4	96	101
Cc1ccc2[nH]cc(CCNC(=O)c3ccc([N+](=O)[O-])cc3)c2c1	5	0.5	100	99	102	11	94	4	26	106	107
CC(C)C(OC(=O)c1cc2occc2n1C)C(=O)NCc1ccc2c(c1)OCO2 (stereo not drawn)	9	1.2	99	97	98	14	98	-11	6	98	99
CCOc1ccc(NS(=O)(=O)c2cc(OC)ccc2OC)cc1	17	1.5	105	100	104	12	106	5	1	104	107
CC(=O)Nc1ccc2nc(-c3cccs3)[nH]c2c1	31	-0.1	97	97	97	13	97	/	0	100	100
CCOc1cc(/C=C2\C(=O)N(c3nc(-c4ccc(Br)cc4)cs3)N=C2c2ccccc2)ccc1O	11	0.6	92	93	96	11	97	/	0	96	102
Cc1ccc(NC(=O)C2CCN(S(=O)(=O)c3cccc4cccnc34)CC2)nc1	9	0.6	97	98	100	19	101	/	3	98	103
COc1ccc2cc(CN(CC3CCCO3)S(=O)(=O)c3ccc(C(C)=O)cc3)c(=O)[nH]c2c1 (stereo not drawn)	39	1.1	99	98	99	25	99	/	10	100	103
O=C(/C=C/c1ccc(S(=O)(=O)N2CCOCC2)cc1)NCc1ccccc1Cl	14	1.2	103	104	99	9	99	0	-3	100	106
O=C(CSc1nc2c(c(=O)n1-c1ccc(Br)cc1)SCC2)NCC1CCCO1 (stereo not drawn)	35	0.1	101	99	96	21	97	/	1	104	104
CCC1(C)Cc2ccccc2-c2c1c(=O)n(-c1ccc(C)cc1)c1nnnn21 (stereo not drawn)	25	-0.5	100	99	98	26	100	-21	-4	97	103
O=C1C(Cc2ccc(O)cc2)NC(=S)N1c1ccccc1 (stereo not drawn)	15	-1.1	100	102	99	32	100	/	-12	103	103
COc1ccc(CC(=O)N2CCCC(C)C2)cc1 (stereo not drawn)	32	0.8	95	95	97	13	99	-15	5	97	94
Cc1ccc(C)n1-c1ccc(C(=O)/C=C/N(C)C)cc1	11	-1.0	96	93	96	11	104	6	-2	95	97
O=C(CSc1ccc(Cl)cc1)N1CCN(c2ccc(Cl)cc2[N+](=O)[O-])CC1	13	1.1	105	101	105	64	97	/	4	106	105
CN(C)c1nc(OCCNC(=O)COc2ccccc2Cl)nc(N(C)C)n1	4	2.1	94	92	94	20	93	/	0	94	96
O=C(c1cnc(N2CCN(c3ncccn3)CC2)c2ccccc12)N1CCN(c2ncccn2)CC1	12	-0.2	95	96	94	12	95	/	-2	95	95
CCNc1nc(NC(C)(C)C)nc(Oc2ccc(=O)n(-c3ccccc3)n2)n1	9	1.1	101	97	100	13	107	/	10	99	101
CCN(CC)CC#CCC1(O)c2ccccc2-c2ccccc21	16	0.8	104	100	106	30	100	-6	3	108	103
Cc1ccc(NC(=O)OC(C)CNC(=O)Oc2cccc(C)c2)cc1 (stereo not drawn)	9	0.2	102	94	101	23	106	-15	15	100	100
CC(C(=O)NCc1cccs1)N1C(=O)c2ccccc2C1=O (stereo not drawn)	11	0.7	105	102	105	20	102	/	1	106	103
Clc1ccc(-c2c[nH]c3ccccc23)nn1	11	-1.1	92	92	91	10	93	3	-1	91	91
COC(=O)/C(=C(/F)Sc1cc(C)c(O)c(C)c1)C(F)(F)F	8	-0.4	95	86	99	44	97	/	-5	90	102
CC(=O)Nc1cccc2c1C(=O)N(c1ccc(C)cc1)C2=O	6	1.0	99	100	102	39	98	/	13	101	105
Cc1ccc(S(=O)(=O)NCCC(=O)N2CCN(Cc3ccccc3)CC2)cc1	15	0.8	98	95	97	36	96	/	2	97	94
O=C(C1CCCN1S(=O)(=O)c1cccc2cccnc12)N1CCN(c2ccccc2)CC1 (stereo not drawn)	6	0.7	99	96	99	23	100	/	0	98	104
Cc1cc(OCC(=O)NC2CCN(C)CC2)ccc1[N+](=O)[O-]	10	0.4	98	97	98	16	104	/	3	98	98
COc1ccc(-c2nc3nc(C)c(Cc4ccccc4)c(=O)n3[nH]2)cc1	42	0.0	96	96	99	13	101	25	0	99	95
CC(C)CN1C(=O)C(=O)N(CC(=O)Nc2cc(Cl)ccc2Oc2ccccc2)C1=O	11	0.6	94	92	93	13	96	7	5	96	96
c1cc2c(cnc3cscc32)s1	1	-0.4	95	98	98	9	100	14	-2	95	98
Cc1cccc(NC(=O)CN(c2ccc(F)cc2)S(C)(=O)=O)c1	23	-0.1	99	95	100	63	95	/	1	98	102
CCOC(=O)c1nc2ccccc2s1	7	0.3	99	101	101	16	98	/	1	100	105
O=C(NCc1cccnc1)NC(C(F)(F)F)C(F)(F)F	12	1.0	102	99	103	33	107	/	16	103	106
CCOC(=O)N1CCN(C(=O)CN2C(=O)COc3ccc(C(C)(C)C)cc32)CC1	31	0.9	102	101	103	24	100	-8	-1	106	108
CCOC(=O)c1sc2ncn(C(CC)C(=O)OC)c(=O)c2c1C (stereo not drawn)	17	-0.1	101	100	101	13	103	/	12	102	105
N#Cc1cnn2c3c(cnc12)C(=O)N1CCc2ccccc2C1C3 (stereo not drawn)	10	-0.7	94	93	94	14	99	11	-1	94	90
CCCCNCc1cc(Br)c(OCc2cccs2)c(OC)c1	11	1.0	100	101	102	29	97	/	6	102	101
Cc1ccc(/C=N/NC(=O)c2ccoc2C)s1	17	0.4	99	100	99	16	104	-1	5	99	99
CCOc1ccc(C2CC(c3ccccc3)Nc3nc(N)nn32)cc1 (stereo not drawn)	24	0.5	94	96	95	11	95	17	0	99	97
Cc1cccc(/C(N)=N/OC(=O)COc2ccccc2Cl)c1	6	/	100	103	103	12	100	18	-3	100	101
COc1ccc2nc3ccccc3nc2c1NC(=O)c1ccc(Br)cc1	8	0.3	101	99	102	9	101	-16	3	104	106
CCCn1nnc(NC(=O)c2ccc(Br)cc2)n1	11	0.0	101	100	99	28	99	-8	20	102	104
COc1ccc(N2CC(C(=O)OCC(=O)c3ccccc3)CC2=O)cc1 (stereo not drawn)	12	0.8	101	97	100	29	97	5	8	104	101
CC(=O)N1CCN(c2ccccc2NC(=O)COc2cc(C)ccc2C(C)C)CC1	10	1.9	99	99	100	22	97	-18	4	98	102
COc1ccc(OCc2nc3c4c(ncn3n2)-c2ccccc2CC42CCCC2)cc1	22	1.1	92	92	94	10	97	4	40	95	96

Five records drawn at random from those above, as already listed:
SMILES	Avidin fluor	ABCB1 block	Rab2A wt mod	Rac1 act GTP bind	HRas wt GTP	GSH bead fluor	Rab7 wt modul	Pf gamet viab	ABCG2 inh	Cdc42 wt	Rac1 wt modul
O=C(c1cnc(N2CCN(c3ncccn3)CC2)c2ccccc12)N1CCN(c2ncccn2)CC1	12	-0.2	95	96	94	12	95	/	-2	95	95
N#Cc1cnn2c3c(cnc12)C(=O)N1CCc2ccccc2C1C3 (stereo not drawn)	10	-0.7	94	93	94	14	99	11	-1	94	90
CC(C)C(OC(=O)c1cc2occc2n1C)C(=O)NCc1ccc2c(c1)OCO2 (stereo not drawn)	9	1.2	99	97	98	14	98	-11	6	98	99
COc1ccc(OCc2nc3c4c(ncn3n2)-c2ccccc2CC42CCCC2)cc1	22	1.1	92	92	94	10	97	4	40	95	96
O=C(NCc1cccnc1)NC(C(F)(F)F)C(F)(F)F	12	1.0	102	99	103	33	107	/	16	103	106

Continuation.
SMILES	Avidin fluor	ABCB1 block	Rab2A wt mod	Rac1 act GTP bind	HRas wt GTP	GSH bead fluor	Rab7 wt modul	Pf gamet viab	ABCG2 inh	Cdc42 wt	Rac1 wt modul
Cc1ccc(NC(=O)C2CCCNC2=O)nc1 (stereo not drawn)	10	0.6	103	102	104	14	101	-15	1	106	112
c1ccc(-c2ccc(-c3nc(-c4ccccn4)no3)cc2)cc1	12	0.6	103	98	105	10	106	/	1	104	105
COc1cc(C(=O)OC(C)CN2CCOCC2)cc(OC)c1OC (stereo not drawn)	8&10	0.1	101	100	101	43	100	/	0	102	102
Cc1ccc(-c2ccc(CCC(=O)O)n2C(C)C)cc1	8	-2.0	100	101	101	18	99	/	-5	98	104
OC(COc1ccc(Cl)cc1)CN1CCCCC1 (stereo not drawn)	35	0.3	102	103	104	20	102	21	1	103	104
COc1ccc(C(=O)Nc2ccc(S(=O)(=O)N3CCCC3)cc2)cc1	10	-0.1	97	96	98	17	104	13	2	97	98
CCN(CC)c1ccc(C(=O)N/N=C/c2ccc(OC)cc2OC)cc1	12	0.4	98	96	98	9	101	12	0	97	99
COc1cc2c(=O)n(CCCC(=O)NCC3CCCO3)c(=O)n(CC(=O)c3ccc(F)cc3)c2cc1OC (stereo not drawn)	15	1.3	94	98	98	11	95	-12	7	99	100
CCn1ccc2cc(OC)ccc2c1=S	35	-0.2	95	95	98	12	99	/	0	98	97
O=C(CSc1ccc(-c2ccc(F)cc2)nn1)Nc1ccc2c(c1)OCCO2	16	0.4	97	97	96	14	101	/	-2	98	99
O=C(NCCCO)NC12CC3CC(CC(C3)C1)C2	10	0.8	97	97	96	34	97	2	-1	96	99
C=CCn1c(C)cc(C(=O)COC(=O)/C=C/c2ccc(OC)cc2)c1C	23	0.9	89	90	93	13	96	/	7	89	95
O=C(CNS(=O)(=O)c1cccs1)N1CCCC1	11	0.2	101	100	101	32	102	/	3	100	106
COc1ccccc1CNc1nc2nc(C)c(C)c(=O)n2[nH]1	8	0.2	101	100	102	15	98	/	1	108	102
CCOC(=O)CNC(=O)CSc1nnc(NC(=O)c2ccccc2Cl)s1	9	-0.7	95	98	94	20	99	-6	-2	99	92
CN(CC(=O)O)c1ccc(C(F)(F)F)cc1[N+](=O)[O-]	9	-1.0	95	89	94	13	98	22	2	88	94
CN1/C(=C\C=Nc2cc(S(=O)(=O)N3CCOCC3)ccc2N2CCOCC2)C(C)(C)c2ccccc21	13	0.0	99	100	99	17	103	/	-7	101	103
Cc1ccc(CNc2oc(-c3ccco3)nc2S(=O)(=O)c2ccccc2)cc1	5	0.9	99	96	97	17	97	/	0	94	99
CCCCc1c(C)c2cc(C)ccc2[nH]c1=O	8	-0.3	94	93	90	33	94	-5	/	91	92
Nc1ccc(Nc2ccncc2[N+](=O)[O-])cc1	6	-0.1	102	98	100	47	102	/	1	100	101
COc1ccc(CC(CC(=O)O)C(=O)Nc2ccc(OC)cc2)cc1 (stereo not drawn)	13	0.2	97	98	100	29	98	2	-2	101	103
